CSN deneddyl inh: CSN deneddylation inhibition | inhibition, % at 12.5 µM | Purified CSN, SCF-Nedd8-OG deneddylation, fluorescence polarization | Q92905 | AID 651999 | hit rate 0.38% among 360,000;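 active = pattern-corrected inhibition above about 35%, with an unprinted fluorescence ratio check between 0.5 and 1.5, limit read from the data, passing the limit was not always enough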;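 also: 0% = enzyme with substrate and 100% = substrate without enzyme; some results filed as inactive read as strong as hits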
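Schedule: reaction 90 min, room temperature / Assay system: HEK293T-derived human Csn5 enzyme / Input: Csn5 at 0.24 nM final / Measure: inhibition of Csn5 cleavage, % / Control set: substrate-only high control, full reaction low control / Technique: fluorescence polarization of the substrate / Buffer or medium: Tris/NaCl/DTT buffer, pH 7.5 / Reagent: SCFSkp2-Nedd8OG substrate at 10 nM final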
FAS-TE inh: inhibitors of human fatty acid synthase thioesterase domain; hit rate 0.67% among 360,000; P49327; inhibition, % at 15 µM; recombinant FAS-TE, OMFH fluorogenic substrate, fluorescence endpoint;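 active = compounds whose normalised, plate-corrected inhibition of enzyme fluorescence in the single-dose primary screen is 50% or more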;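 also: 0% = DMSO with enzyme and 100% = substrate without enzyme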
MT1-MMP act inh: blocks activation of human MT1-MMP | HT1080 RFP-PRO-GFP cells, GFP/RFP ratio fluorescence, overnight; percent of plate control window, DMSO zero | P50281 | hit rate 0.061% among 360,000 | GFP/RFP ratio change, % at 20 µM;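 active = GFP/RFP ratio change of at least 30% with cell ATP level not reduced by more than half and red fluorescence within 50% of control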; also: strong numbers were not always called active
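Material – HT1080 RFP-PRO-GFP cells · Control set – DMSO wells and RFP-L50D-GFP cells · Incubation – overnight cell settling, then overnight compound exposure, 37 °C, 5% CO2 · Compound dosing – single-point 20 µM compound, 1% DMSO · Read-out – GFP/RFP fluorescence ratio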
Neddyl block: blocks human cullin neddylation; P61081+Q13564; TR-FRET cullin neddylation, biochemical; calls only at 25 µM; hit rate 0.58% among 360,000; in the data active = inhibition above about 36%
PABP1 MLLE inh: blocks PAM2 peptide binding to the PABP1 MLLE domain; inhibition, % at 20 µM; P11940; GST-MLLE / FITC-PAM2 fluorescence polarization; hit rate 0.36% among 360,000; AID 588489; in the data active = inhibition above about 35%, passing the limit was not always enough;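 also: plate controls were DMSO wells with GST-MLLE for no effect and wells lacking GST-MLLE protein for full effect; some results filed as inactive read as strong as hits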
Target sequence (P11940 whole entry, looked up, the tested form may be a part): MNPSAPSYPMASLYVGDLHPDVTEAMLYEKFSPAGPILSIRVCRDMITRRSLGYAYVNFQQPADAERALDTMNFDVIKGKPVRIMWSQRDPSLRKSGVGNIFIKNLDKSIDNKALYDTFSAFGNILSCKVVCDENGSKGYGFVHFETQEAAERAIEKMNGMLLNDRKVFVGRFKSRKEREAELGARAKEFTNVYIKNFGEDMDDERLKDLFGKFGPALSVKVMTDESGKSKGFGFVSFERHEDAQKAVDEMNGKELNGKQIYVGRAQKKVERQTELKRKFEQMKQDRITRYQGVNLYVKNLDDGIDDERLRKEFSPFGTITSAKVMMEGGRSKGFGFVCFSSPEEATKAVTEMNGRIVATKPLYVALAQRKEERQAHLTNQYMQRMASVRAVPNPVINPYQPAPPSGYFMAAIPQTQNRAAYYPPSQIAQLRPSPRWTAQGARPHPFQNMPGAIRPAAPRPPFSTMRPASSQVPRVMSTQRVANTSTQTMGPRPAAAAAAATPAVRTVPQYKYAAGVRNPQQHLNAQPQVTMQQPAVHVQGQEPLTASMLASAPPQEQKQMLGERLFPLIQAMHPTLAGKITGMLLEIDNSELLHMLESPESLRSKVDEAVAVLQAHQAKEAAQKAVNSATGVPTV
Rpn11 block: blocks the human proteasome subunit Rpn11 | O00487 | hit rate 0.59% among 360,000 | human 26S proteasome, Ub4-pepOG fluorescence polarization; 20S core pre-blocked with epoxomicin | calls only at 20 µM | AID 588493;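 active = inhibition at 20 µM, scaled to each plate's controls, above about 33%, limit read from the data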
Target sequence (O00487 whole entry, looked up): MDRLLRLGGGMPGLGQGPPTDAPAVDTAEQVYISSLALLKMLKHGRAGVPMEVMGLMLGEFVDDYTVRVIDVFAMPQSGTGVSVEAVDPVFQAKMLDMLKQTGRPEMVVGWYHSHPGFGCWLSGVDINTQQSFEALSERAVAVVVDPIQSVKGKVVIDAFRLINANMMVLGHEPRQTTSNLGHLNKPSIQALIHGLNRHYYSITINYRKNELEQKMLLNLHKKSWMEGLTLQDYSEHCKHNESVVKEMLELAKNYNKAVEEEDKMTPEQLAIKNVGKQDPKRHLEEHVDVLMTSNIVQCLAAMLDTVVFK
NadD block: inhibitors of Staphylococcus aureus NadD; hit rate 0.78% among 360,000; purified NadD enzyme, colorimetric absorbance read-out; inhibition, % at 20 µM; in the data active = inhibition above about 26%; also: some compounds past the cut are filed as inactive
Rin1-Abl PPI inh: human Rin1-Abl interaction inhibition; P00519+Q13671; hit rate 0.4% among 360,000; TR-FRET Rin1/Abl binding, biochemical; inhibition, % at 7.35 µM; AID 588664; in the data active = inhibition above about 5%, passing the limit was not always enough
SKN-1 inh: inhibitors of C. elegans SKN-1; hit rate 0.49% among 360,000; inhibition, % at 21.8 µM; C. elegans VP596 Pgst-4::GFP/RFP ratio, acrylamide-induced, 24 h; AID 624304;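 active = interference check ratio from 0.5 to 1.5 plus GFP to RFP signal ratio inhibition reaching or exceeding a fixed threshold, cut at about 30% in these data, passing the limit was not always enough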; also: some compounds called inactive have numbers as strong as hits
* hit, by the source's call; i = inactive; nt = not tested or not shown.

A first look:
SMILES	CSN deneddyl inh	FAS-TE inh	MT1-MMP act inh	Neddyl block	PABP1 MLLE inh	Rpn11 block	NadD block	Rin1-Abl PPI inh	SKN-1 inh
Cc1cc(C)c2nc(N(CCCN(C)C)C(=O)c3ccc(S(=O)(=O)N4CC(C)OC(C)C4)cc3)sc2c1 (centres undefined)	0	-6	1	i	-6	i	-7	-1	19
Cc1nc2ncnn2c(C)c1CCC(=O)N1CCc2ccccc2C1	-5	-5	4	i	-1	i	-1	-2	-2
O=C(NCc1ccco1)c1ccc(Cl)c(S(=O)(=O)Nc2ccccc2)c1	-12	0	-1	i	9	i	1	1	3
COCCn1cnc2c1c(=O)n(CC(=O)OCC#N)c(=O)n2Cc1ccccc1	2	-5	2	i	-7	i	-1	4	0
CC(=O)c1ccc(NC(=O)CN2CCC(NC(=O)C3CCCCC3)CC2)cc1	-6	-4	-1	i	-3	i	-8	0	7

All compounds of this part (from the top)
SMILES	CSN deneddyl inh	FAS-TE inh	MT1-MMP act inh	Neddyl block	PABP1 MLLE inh	Rpn11 block	NadD block	Rin1-Abl PPI inh	SKN-1 inh
Cc1cc(C)c2nc(N(CCCN(C)C)C(=O)c3ccc(S(=O)(=O)N4CC(C)OC(C)C4)cc3)sc2c1 (centres undefined)	0	-6	1	i	-6	i	-7	-1	19
Cc1nc2ncnn2c(C)c1CCC(=O)N1CCc2ccccc2C1	-5	-5	4	i	-1	i	-1	-2	-2
O=C(NCc1ccco1)c1ccc(Cl)c(S(=O)(=O)Nc2ccccc2)c1	-12	0	-1	i	9	i	1	1	3
COCCn1cnc2c1c(=O)n(CC(=O)OCC#N)c(=O)n2Cc1ccccc1	2	-5	2	i	-7	i	-1	4	0
CC(=O)c1ccc(NC(=O)CN2CCC(NC(=O)C3CCCCC3)CC2)cc1	-6	-4	-1	i	-3	i	-8	0	7
Cc1ccc(S(=O)(=O)c2cnc(-c3ccccc3)nc2N2CCN(C)CC2)cc1	1	18	0	i	-1	i	-9	3	-7
O=C(NN=C1CCCCCC1)c1ccc(Cl)s1	-5	0	2	i	9	i	-2	0	5
CN(CC(=O)NCCN1CCOCC1)S(=O)(=O)c1ccc(F)cc1	-1	-6	0	i	-3	i	-2	2	-5
Cc1cccc(C)c1NC(=O)CN(C)C(=O)c1ccccc1Cc1ccccc1	-2	1	-3	i	-4	i	1	-1	19
CCN1CCN(c2cc3c(nn2)Oc2ccccc2N3C)CC1	9	-12	4	nt	-6	i	4	-5	-3
Clc1ccccc1CN1CCN(/N=C/C=C\c2ccco2)CC1	-3	12	2	i	15	i	9	-2	-5
CCOC(=O)C1CCN(C(=O)C(CCSC)NC(=O)c2ccccc2OC)CC1 (centres undefined)	6	-2	-4	i	5	i	2	-2	-6
CCOC(=O)[C@@H]1[C@H]2COc3cc(OC)ccc3[C@H]2N2C(=O)N(c3ccc(F)cc3)C(=O)[C@]12C	-3	28	-1	i	4	i	-7	-2	2
COc1ccc(Nc2nc(N)nc(CSc3nccn3C)n2)cc1	-1	-7	2	i	15	i	4	-4	5
CC1CCN(C(=O)c2ccc(NS(=O)(=O)c3ccccc3)cc2)CC1	2	-1	1	i	-4	i	-2	-2	-7
COc1ccc(N2CCN(C3CCCCC3NS(=O)(=O)c3ccc(Cl)cc3)CC2)cc1 (centres undefined)	-2	27	-6	i	-9	i	0	5	-20
NC(=O)c1ccc(NC(=S)NCc2ccco2)cc1	1	-3	2	i	10	i	-7	-1	-10
C/C=C\C(=O)Nc1cccc(C2=NOC3(C2)C[C@@H](C(N)=O)N(C(=O)CC(c2ccccc2)c2ccccc2)C3)c1 (some centres undefined)	0	-1	-1	i	10	i	10	0	2
O=C(Nc1ccc(S(=O)(=O)NCCc2ccccc2)cc1)c1ccco1	5	3	-1	i	0	i	-14	-1	12
Clc1cccc(CSc2nnc(-c3sccc3-n3cccc3)o2)c1	3	21	0	i	-121	i	11	1	-12
CC1CCc2sc(C(=O)NNS(=O)(=O)c3ccc(F)c(F)c3F)cc2C1 (centres undefined)	2	10	-3	i	-3	i	4	2	-2
O=C(N/N=C/c1ccc([N+](=O)[O-])o1)c1ccc2c(c1)OCO2	9	-5	-6	i	-5	i	-1	-2	8
CC(C)c1ccc(C(=O)N/N=C/c2cccc(Cl)c2Cl)cc1	0	17	-2	i	1	i	4	1	21
C/C=C/c1ccc(OCC(=O)OCC(=O)NC2CC2)c(OC)c1	12	-3	0	i	-1	i	-2	-6	3
Cc1cccc(NC2=NC(C)(C)N=C(N)N2)c1C	0	-8	2	i	1	i	-1	-3	-13
CCCCOc1ccc(C(=O)NCC(=O)N2CC=C(c3ccccc3)CC2)cc1	1	-6	4	i	-9	i	19	2	-32
O=C(COC(=O)c1ccccn1)NC12CC3CC(CC(C3)C1)C2	0	-4	0	i	-16	i	2	-2	0
Cc1ccc(NC(=O)C(=O)NCCN2CCN(S(C)(=O)=O)CC2)cc1	0	-6	-1	i	-2	i	5	-1	5
COc1ccc2[nH]cc(C(O)CN3CCN(c4ccccc4F)CC3)c2c1 (centres undefined)	5	-4	1	i	-8	i	1	-5	4
N#CCC(=O)N/N=C/c1ccc(OCc2ccccc2)cc1	2	16	-3	i	-2	i	-4	1	7
Cc1ccc(N=Nc2c(C)[nH]n(C(N)=S)c2=O)cc1C	-4	-4	13	i	26	i	2	-6	-4
COc1ccc(C(=O)Nc2ccc(-c3ccc(NC(=O)c4ccc(OC)cc4)c(OC)c3)cc2OC)cc1	-13	10	2	i	-6	i	4	2	12
COc1ccc(NC(=O)Cn2cccc2)c(OC)c1	-4	-5	-1	i	-9	i	-4	-1	10
CCN(C(=O)C1CCCN1S(=O)(=O)c1ccc2c(c1)n(C)c(=O)c(=O)n2C)c1ccccc1 (centres undefined)	-4	31	1	i	9	i	-2	-5	13
Cc1ccc(-c2onc3ccc(C=O)cc23)cc1	26	-6	5	i	6	i	1	-2	4
Cc1ccccc1OCC(=O)NCC(c1ccco1)N1CCCCC1 (centres undefined)	-2	2	0	i	-9	i	-5	1	-1
COc1ccc(/C=N/n2cc(-c3ccccc3)nc2N)cc1	0	-10	17	i	0	i	9	-7	4
COc1cc(/C=N/Nc2nc3ccccc3s2)cc([N+](=O)[O-])c1O	-6	10	8	i	13	i	10	1	4
O=C(Nc1nnc(-c2ccccc2Cl)o1)c1nc2ccccc2s1	1	-2	4	i	18	i	9	1	-13
Cc1ccc(NC(=O)COC(=O)c2ccc([N+](=O)[O-])o2)cc1S(=O)(=O)N1CCCCC1	-11	-1	2	i	-32	i	-2	2	0
Cc1cn(CCC(=O)Nc2ccc(N3CCOCC3)cc2)c2ccccc12	0	0	-3	i	10	i	-2	0	-7
CC(=O)NC12CC3CC(C1)CC(C(=O)Nc1ccc(C)c(S(=O)(=O)N4CCCCCC4)c1)(C3)C2	0	2	12	i	2	i	-2	1	-15
CC(C)CN(C(=O)CSc1nnc2c(Cl)cc(C(F)(F)F)cn12)C1CCS(=O)(=O)C1 (centres undefined)	-1	-2	4	i	-7	i	9	-2	8
Brc1ccc(NC2=Nc3ccccc3CC2)cc1	-1	1	-1	i	-15	i	-5	3	-8
Cc1cc(-c2nnc(SCC(=O)Nc3nc(-c4ccccc4)cs3)o2)no1	2	-6	9	i	-3	i	16	-5	-2
Fc1ccc(COc2cccc(-c3n[nH]c(=S)o3)c2)cc1	-2	2	0	i	8	i	0	-2	-1
Cc1cc(Br)cn2c(Cc3ccccc3)c(-c3ccc(Cl)cc3)nc12	3	24	-4	i	nt	nt	10	nt	17
COc1ccc([N+](=O)[O-])cc1NCc1ccccc1	-8	25	20	i	-9	i	-12	-2	4
Cc1nn(Cc2ccc(Cl)cc2)c(C)c1NC(=O)CSc1n[nH]c(C)c1[N+](=O)[O-]	-5	6	-2	i	-10	i	2	-1	3
COc1ccc(S(=O)(=O)N(C)CC(=O)NCc2cccnc2)cc1OC	-3	-10	-2	i	-1	i	-4	-5	15
CCCn1c(=O)c(C(=O)NCc2ccccc2Cl)c(O)c2ccccc21	1	17	-1	i	-8	i	-7	1	7
CCOC(=O)c1c(-n2cnnn2)sc(C)c1C	5	-10	-3	i	32	i	2	-3	-17
CCN(CC)C(=O)C1=C(C)N(CCCN2CCCC2=O)C(=O)C(CC(=O)NCCN2CCOCC2)C1 (centres undefined)	-1	-9	0	i	10	i	2	0	2
O=C(Cn1cc(C(F)(F)F)cc(Cl)c1=O)Nc1cc(S(=O)(=O)N2CCOCC2)ccc1Cl	-13	1	1	i	2	i	-8	-1	1
COc1ccc2cc(C3OCCO3)c(Cl)nc2c1	7	-4	3	i	1	i	0	0	4
Cc1ccc(OC(C)C(=O)Nc2ccc(C)c(S(=O)(=O)Nc3ccc(C)cc3C)c2)cc1 (centres undefined)	-9	42	-14	i	16	i	1	1	2
COC(=O)C1=C(N)Oc2cc(C)oc(=O)c2C1c1cccnc1 (centres undefined)	3	-10	-2	i	-1	i	1	2	-4
C=CCn1c(NC(=O)c2ccc(Br)o2)c(C(=O)OCC)sc1=S	5	1	1	i	29	i	3	6	2
CC(C)CC(=O)NC1(C(F)(F)F)NC(=O)N(c2ccccc2)C1=O (centres undefined)	-9	-4	-2	i	-8	i	-5	2	-7
CCCCCN(C(=O)CSc1n[nH]c(-c2ccc(C)cc2)n1)c1c(N)n(CCCC)c(=O)[nH]c1=O	2	1	0	i	-8	i	8	2	-12
Continuation:
SMILES	CSN deneddyl inh	FAS-TE inh	MT1-MMP act inh	Neddyl block	PABP1 MLLE inh	Rpn11 block	NadD block	Rin1-Abl PPI inh	SKN-1 inh
O=C(CCC(=O)N1CCCC1)Nc1ccc([N+](=O)[O-])cc1	-3	0	1	i	0	i	-7	-6	-7
O=C(Nc1ccc(CSc2ccccc2)cc1)c1ccc(CN2CCOCC2)cc1	-1	2	0	i	13	i	-5	-1	-5
CN(C)c1nc2ccc(OCCN3CCCCC3)cc2s1	5	-9	2	i	-2	i	-3	-2	-3
C=CCN(c1ccccc1OC)S(=O)(=O)c1cccc(C(=O)OCC(=O)N2CCOCC2)c1	3	-2	1	i	-3	i	-5	-2	0
O=c1cc(-c2cccc3ccccc23)[nH][nH]1	-1	-7	7	i	2	i	-2	-4	-1
CC1(C(=O)OCC(=O)NNC(=O)COc2ccc(Cl)cc2)CC1(Cl)Cl (centres undefined)	-1	0	5	i	9	i	-8	4	1
O=C1SC(SCc2ccccc2Cl)=N/C1=C\c1ccc(C(=O)O)cc1	10	-4	4	i	21	i	10	3	4
CCC(C)Sc1cccc(-c2nc3ccccn3c2NCc2ccccc2)c1 (centres undefined)	-2	24	-6	nt	8	i	0	0	20
CCN(CC(=O)Nc1c(F)cccc1F)C(=O)c1ccc(OC)c(S(=O)(=O)NC2CCCC2)c1	-1	-4	0	i	-6	i	0	-3	-1
CC(NC(=O)C1CCN(S(=O)(=O)N2CCCCCC2)CC1)c1ccccc1 (centres undefined)	-4	-5	2	i	-2	i	-4	-2	12
CCOC(=O)c1cc(Br)c(=O)n2ccccc12	1	3	-2	i	-3	i	4	-3	11
COC(=O)c1sccc1NC(=O)Nc1ccc(C)cc1	0	9	-1	i	9	i	-8	3	-10
O=C(O)c1cccc(OCc2ccccc2Cl)c1	1	-8	4	i	4	i	-2	1	0
CCOC(CCNC(=O)c1cn(CC(C)C)c(=O)c2c1c1ccccc1n2C)OCC	2	-5	4	i	1	i	-7	-2	9

Compound activity: PubChem, several laboratories
